mcGAS MS inh – mouse cGAS inhibition by mass spec. inhibition, % at 12.5 µM. recombinant mouse cGAS, cGAMP by RapidFire MS. 0.18% of 130,000 active. Q8C6L5;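 active = inhibition of cGAS enzyme activity at or above 60%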;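 also: enzyme stimulated by 45 bp dsDNA with ATP and GTP substrates; cGAMP share of summed cGAMP plus half ATP and half GTP signals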
Target sequence (Q8C6L5 whole entry, looked up): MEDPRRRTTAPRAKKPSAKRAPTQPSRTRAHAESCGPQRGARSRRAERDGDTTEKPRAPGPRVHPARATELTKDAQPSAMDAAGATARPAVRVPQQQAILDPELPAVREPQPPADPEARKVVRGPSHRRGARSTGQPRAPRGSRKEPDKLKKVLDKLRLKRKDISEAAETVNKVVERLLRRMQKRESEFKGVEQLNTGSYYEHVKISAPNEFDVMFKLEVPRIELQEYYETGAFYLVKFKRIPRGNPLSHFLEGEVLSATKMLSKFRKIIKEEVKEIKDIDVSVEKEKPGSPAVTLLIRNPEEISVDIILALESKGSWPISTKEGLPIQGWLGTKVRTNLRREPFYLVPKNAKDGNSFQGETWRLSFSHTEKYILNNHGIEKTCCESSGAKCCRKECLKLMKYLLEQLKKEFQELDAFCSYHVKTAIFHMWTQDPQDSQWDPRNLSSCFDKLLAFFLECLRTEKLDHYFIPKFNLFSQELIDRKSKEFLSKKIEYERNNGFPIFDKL
Starred values were filed as active, the others as inactive; & = joins results of further samples. An excerpt (hit frequency here may not be typical).

SMILES	mcGAS MS inh
CC(Sc1nnc(NCCc2ccccc2)s1)C(=O)N1CCCCCC1 (stereo unspecified)	-20
O=C(N=C(c1ccccc1)C(Cl)Cl)NC(=C(Cl)Cl)c1ccccc1	-9
COc1cc(-c2nc(CN(CCO)Cc3cccs3)c(C)o2)ccc1F	-2
CC[C@H]1C[C@@H](NC(=O)c2ccccc2)C[C@@H](c2nc(C)n3ccccc23)O1	-5
O=C(c1cc(-c2cccs2)on1)N1CCOCC1	12
CCCn1nc2ccccc2c1[P+](N)(N1CCOCC1)N1CCOCC1	20
COc1ccc(-c2noc(CN(C)Cc3cnn(-c4cccc(OC)c4)c3)n2)cc1	-3
Cc1cc2ccccc2n1CCNC(=O)C1CC1	-3
O=C(Nc1ccccc1)NC1CN(Cc2ccccc2)CCC1CO (stereo unspecified)	0
O=C(Nc1cccc2ccc(-n3ccnc3)nc12)c1ccccc1C(F)(F)F	-4
CC1c2cccn2CCN1Cc1nc2scc(-c3ccco3)c2c(=O)[nH]1 (stereo unspecified)	-4
CC1=NN(c2ccccc2)C(C2=C(C)CCCC2(C)C)C1 (stereo unspecified)	1
CC(SCC(=O)NCC(=O)NC(C)(C)C)c1nc2ccccc2[nH]1 (stereo unspecified)	7
O=C(c1cccc2ccccc12)N(C(=O)N1CCCCC1)c1ccccc1	-7
COc1cc(CCC(=O)NC2CCN(C(=O)C(C)C)CC2)cc(OC)c1	-7
COc1ccc(C(C)=O)c(OCC(=O)NC(C)c2ccc(F)cc2)c1 (stereo unspecified)	-2
OC[C@@H]1CCCN1c1nccn2ccnc12	-1
O=C(CCNS(=O)(=O)c1ccc(Cl)cc1)NCC1(c2ccccc2)CC1	-3
CC(C)OCc1cccc(NC(=O)NCCc2nc(N)no2)c1	-25
CC(=O)NCCc1nc2ccccc2n1CCCCOc1ccccc1	5
COc1ccccc1C1CCCN1C(=O)CN1C(=O)C2C[C@H](O)CN2C(=O)c2ccccc21 (stereo partly specified)	-6
O=C(Cn1c(CO)c[nH]c1=S)NC1CC1	-3
CC(C)c1ccc(NC(=O)CN(C2CCCCC2)S(C)(=O)=O)cc1	-5
CCCCn1c(O)c(C=Nc2cccc(CC)c2)c(C)c(C#N)c1=O	-10
Cc1cccc(C(=O)NNC(=O)COc2ccc(Cl)cc2)c1	-2
COCC(=O)NC1CC(=O)N(Cc2ccccc2Cl)C1 (stereo unspecified)	-11
NC1CCCN(C(=O)c2cccc(-c3ccc(F)cc3)c2)CC1 (stereo unspecified)	-13
CC(C)(C(=O)N1CCC1(C)C(=O)NS(=O)(=O)c1ccccc1Cl)c1ccccc1 (stereo unspecified)	-8
Cc1ccc(F)cc1NC(=O)CNCc1cn[nH]c1-c1ccc(F)cc1	-12
COC(C(=O)NCc1ccc(C(C)(C)C)cc1)c1ccccc1 (stereo unspecified)	0
Fc1cccc(NC2=NCCC2)c1	-9
Cc1c(CN2CCC(CO)(Cc3ccccc3)CC2)c2ccccc2n1C	-7
O=c1c2[nH]cnc2n(-c2ccc(F)cc2F)c(=O)n1Cc1ccccc1	-4
COc1ccccc1C1CCCN1C(=O)CN1C(=O)C(Oc2ccccc2)C1c1cccnc1 (stereo unspecified)	-7
COc1cc(OC)c(NC(=O)Cc2ccc(F)cc2)cc1Cl	-4
O=S(=O)(CCN1CCOc2ccccc21)Oc1ccccc1	-2
O=C(Nc1ccc(F)cc1)N1CCN(c2ncccn2)CC1	-6
COc1cc(OC)cc(-c2nnc(SCc3ccc(Br)cc3F)o2)c1	16
CCCCCCCN=Cc1c(C)[nH]n(-c2ccc([N+](=O)[O-])cc2)c1=O	-9
N#CC1(c2ccccc2)CCC(NCC(c2cccs2)N2CCOCC2)CC1 (stereo unspecified)	1
CCN(CC)S(=O)(=O)c1cc(C(=O)NCC(C)c2ccccc2)ccc1F (stereo unspecified)	0
CCC1CN(S(C)(=O)=O)CCC1NC(C)c1nc(C2CC2)no1 (stereo unspecified)	-9
Cc1ccc(S(=O)(=O)NC(=O)C(C)C)cc1N(C)C	-14
C=CCn1c(=NC(=O)c2ccccc2S(C)(=O)=O)sc2cc(F)cc(F)c21	-3
CCCNC(=O)C1(C)CCCN(Cc2c3ccccc3nn2C)C1 (stereo unspecified)	-2

In another format: entries from further up.
| Compound | mcGAS MS inh |
| --- | --- |
| CCN(CC)S(=O)(=O)c1cc(C(=O)NCC(C)c2ccccc2)ccc1F (stereo unspecified) | 0 |
| CCC1CN(S(C)(=O)=O)CCC1NC(C)c1nc(C2CC2)no1 (stereo unspecified) | -9 |

(next part)
SMILES	mcGAS MS inh
CCCCN(C)C(=O)c1cnn(-c2ccccc2)c1	-13
O=c1c2ccccc2nnn1CN1CCCC(c2nc3ccccc3s2)C1 (stereo unspecified)	-9
O=c1[nH]c2n[nH]c(=S)n2c2c1CCCC2	26
Cc1c(C)n2c3c(=O)n(CC(=O)c4ccccc4)c(=O)n(C)c3nc2n1Cc1ccco1	-3
O=C1CN(S(=O)(=O)NCc2ccccc2)CCN1C1CCCC1	-5
O=C(COc1ccc2ccc(=O)oc2c1)NC1CC1	0
O=C1CSC(c2ccc(OC(F)F)cc2)N1c1ccccc1 (stereo unspecified)	-11
CCC(NC(=O)c1ccccc1N)C(=O)c1ccccc1 (stereo unspecified)	-7
CCN(C(=O)NCc1ccc(N(C)C)cc1)C1CCCCC1	-13&0
Cc1ccc(F)c(S(=O)(=O)Nc2cc(F)cc(C(=O)O)c2F)c1	7
COc1ccc2oc(C(=O)NC(C)c3ccccn3)c(C)c2c1 (stereo unspecified)	4
O=[N+]([O-])c1cc(S(=O)(=O)N2CCCC2)ccc1NN=Cc1c[nH]c2ccc(Br)cc12	-17
CC(C)Cc1cc(C(=O)N2CCc3c(nc(N(C)C)[nH]c3=O)C2)on1	-10
Cc1ccc(-n2nnnc2-c2cnc(C3CC3)nc2C(F)(F)F)cc1	-3
CC(C)(CNC1=NCCCN1)c1cccc(Br)c1	-34

Among those listed so far, 15 have fluorine:
SMILES	mcGAS MS inh
COc1cc(-c2nc(CN(CCO)Cc3cccs3)c(C)o2)ccc1F	-2
O=C(Nc1cccc2ccc(-n3ccnc3)nc12)c1ccccc1C(F)(F)F	-4
COc1ccc(C(C)=O)c(OCC(=O)NC(C)c2ccc(F)cc2)c1 (stereo unspecified)	-2
NC1CCCN(C(=O)c2cccc(-c3ccc(F)cc3)c2)CC1 (stereo unspecified)	-13
Cc1ccc(F)cc1NC(=O)CNCc1cn[nH]c1-c1ccc(F)cc1	-12
Fc1cccc(NC2=NCCC2)c1	-9
O=c1c2[nH]cnc2n(-c2ccc(F)cc2F)c(=O)n1Cc1ccccc1	-4
COc1cc(OC)c(NC(=O)Cc2ccc(F)cc2)cc1Cl	-4
O=C(Nc1ccc(F)cc1)N1CCN(c2ncccn2)CC1	-6
COc1cc(OC)cc(-c2nnc(SCc3ccc(Br)cc3F)o2)c1	16
CCN(CC)S(=O)(=O)c1cc(C(=O)NCC(C)c2ccccc2)ccc1F (stereo unspecified)	0
C=CCn1c(=NC(=O)c2ccccc2S(C)(=O)=O)sc2cc(F)cc(F)c21	-3
O=C1CSC(c2ccc(OC(F)F)cc2)N1c1ccccc1 (stereo unspecified)	-11
Cc1ccc(F)c(S(=O)(=O)Nc2cc(F)cc(C(=O)O)c2F)c1	7
Cc1ccc(-n2nnnc2-c2cnc(C3CC3)nc2C(F)(F)F)cc1	-3

New compounds follow.
SMILES	mcGAS MS inh
c1cncc(COC2CCN(Cc3ccc(-n4ccnc4)cc3)CC2)c1	-21
Cc1ncsc1C(=O)N1CCCN(Cc2nc3ccccc3s2)CC1	-8
Nc1ccc(SC2=C(Nc3ccccc3)C(=O)N(c3ccccc3)C2=O)cc1	-4
COc1ccc(-c2csc(NC(=O)c3ccc(OCc4noc(C)n4)cc3)n2)cc1	-11
CS(=O)(=O)N1CCN(C(=O)c2ccc(OCC(=O)C3CC3)cc2)CC1	-5
Fc1ccc(CN2CCN(c3ncnc4c3cnn4-c3ccccc3)CC2)cc1	-12
CC(=O)N[C@@H]1[C@@H](O[C@H](C)C(=O)O)[C@H](O)[C@@H](CO)O[C@@H]1O	-5
Cc1ccccc1C(NC(=O)N1CCS(=O)(=O)CC1C)C(C)C (stereo unspecified)	-29&-14
Cc1cccc(-c2ncc(CN(C)Cc3ccc4nsnc4c3)cn2)c1	-22
O=C1CCC2(CCN1)CCN(c1ncnc3[nH]ccc13)CC2	-5
C[C@H](NC(=O)[C@@H](C)N1Cc2ccc(N3CCOCC3)nc2C1=O)c1ccccc1	5
Cc1cc(=O)[nH]c(CCNC(=O)c2cc3ccc(C(C)C)cc3[nH]2)n1	-21
CCc1nc(Cl)c(C)c(NC2CCCN(S(C)(=O)=O)C2)n1 (stereo unspecified)	-9
CCOc1cc(C(=O)N(CCOC)CC(C)C)ccn1	-2
O=C(Cn1c2ccccc2c(=O)c2ccccc21)Nc1ccc(C(F)(F)F)cc1	4
CCc1c(Cl)nc(C)nc1NCC1CN(C)CCN1C (stereo unspecified)	-16
CN(C)S(=O)(=O)c1cccc(NC(=O)c2cc(Cl)ccc2F)c1	-5
Cc1nnc(SCC(=O)N2CCCC(CCc3ccccc3C)C2)o1 (stereo unspecified)	6
CC(=O)Nc1ccc(S(=O)(=O)N2CCC(NC(=O)c3cccc(S(C)(=O)=O)c3)CC2)cc1	-3
O=C(c1cnc(Nc2ccccc2)nc1)N1CCC(O)(CO)CC1	1
Cc1ccc(C)c(S(=O)(=O)N2CCCOC2CNC(=O)C(=O)NCCc2ccco2)c1 (stereo unspecified)	-12
Cn1c(=O)cc(O)c2ccccc21	-1
CC(C)(C)OC(=O)Nc1ccc(CCNC(=O)Cc2ccccc2F)cc1	-5
Cc1ccccc1Oc1ncccc1CNC(=O)C1CCCC1	-8
O=C(C1=CCCCC1)N1CCCC(CO)(CCCc2ccccc2)C1 (stereo unspecified)	-4
Cc1noc(C)c1CN(C)C(C)C(=O)N1CCc2ccccc21 (stereo unspecified)	-1
COc1ccc(OC)c2c1CN(Cc1c(Cl)ccc3cccnc13)CC2O (stereo unspecified)	-9
O=C(CN1C(=O)c2ccccc2C1=O)Nc1ccc(C2=CSC3=NCCCN23)cc1	-14
Cn1c(=O)c2c(C(=O)O)cc(-c3cccnc3)nc2n(Cc2ccccc2)c1=O	0
CSc1nc2nccc(-c3ccncc3)n2n1	-1
Cc1ccsc1C(=O)N1CCCC(CCC(=O)NCc2ccccc2Cl)C1 (stereo unspecified)	-4
CCc1nc2sc3c(c2c2nncn12)CCC3	-9
Cc1nnc(NC(=O)/C=C/c2ccc(Cl)s2)s1	-27
CN(CCc1ccccc1)C(=O)Nc1cnc(N(C)C)nc1	-1
CCC(c1n[nH]c(=S)n1CCN1CCOCC1)N(C)C (stereo unspecified)	3
COc1ccccc1C(=O)NCCn1cc(SCC(=O)N2CCc3ccccc32)c2ccccc21	8
O=C(NCc1ccco1)c1ccc2c(=O)n3c(nc2c1)CCCCCC3	-4
N#Cc1c2c(c(NCCN3CCOCC3)n3c1nc1ccccc13)CCCC2	-3
CC(C)Cc1cc(CNC(=O)c2scc3c2OCCO3)no1	-10
O=C(CN1C(=O)NC2(CCCc3ccccc32)C1=O)Nc1ccc(N2CCCC2=O)cc1 (stereo unspecified)	-4
Cc1c(C(=O)Nc2ccc(-n3cncn3)nc2)sc2ncn(C)c(=O)c12	-8
Cc1cccc2[nH]c(COC(=O)C3CCCC3)cc12	-8
O=C(CSc1nc2c(c(=O)n1-c1ccccc1)SCC2)c1ccccc1	-5
CCCCCNC(=O)CN1C(=O)NC(C)(c2ccccc2)C1=O (stereo unspecified)	-7
S=c1nc[nH]c2c1nnn2Cc1ccc(Cl)cc1	1
Cc1nc2ccccc2c(C)c1CC(=O)NCC(C)C	1
Cc1cc(C)cc(-c2cncc(CN3CCC(C(N)=O)CC3)c2)c1	-16
CN1CCN(c2nccc(C(F)(F)F)n2)CC1C(=O)O (stereo unspecified)	-10
CCCCC(CC)CNC(=O)c1nc(NCc2ccco2)ncc1Cl (stereo unspecified)	3
COc1ccc(-c2nc(N)nc3c2CN(C(=O)CCN2CCCCO2)C3)cc1	-23
CCn1cc(CC(=O)NCC(C)(O)C2CCCC2)c2ccccc21 (stereo unspecified)	-34
c1cc(-c2ccc(N3CCNCC3)nn2)cs1	-9
O=C(CC(c1cccc(O)c1)c1ccccc1Cl)N1CCCCO1 (stereo unspecified)	3
CN(Cc1ccc(C(=O)NC2CC2)cc1)S(=O)(=O)c1ccc(Cl)cc1C(F)(F)F	-12
CN(C)CCC(=O)C(Cc1ccccc1)c1ccccc1 (stereo unspecified)	-4
CCOC(=O)c1ccc(S(=O)(=O)N2CCN(CC(O)COc3ccc4ccccc4c3)CC2)cc1 (stereo unspecified)	-29
Cc1ccc(Nc2nc(Nc3cccc(Cl)c3)nc3nccnc23)cc1	-2
Cn1cnc([N+](=O)[O-])c1NCC1(c2ccc3c(c2)OCCO3)CCCC1	-14
COc1cccc2c1OCCCN(c1nncc(-c3ccc(C)o3)n1)C2	7
COc1ccc(Cc2nc3ccc(C(=O)N4CCN(c5cnccn5)CC4)cc3o2)cc1	-11

Next part:
SMILES	mcGAS MS inh
CC(O)(c1cccc(F)c1)c1nc(-c2csc3ccccc23)cs1 (stereo unspecified)	9
Cc1nc(-c2ccc(F)cc2)sc1C(=O)N1CCCCC1CC(N)=O (stereo unspecified)	-2
COc1ccc(C(=O)NCCN2CCn3cc(OC)c(=O)cc3C2=O)cc1	-4
CC(C)Nc1cc(N2CCN(Cc3ccnc(C(C)C)n3)CC2)ncn1	-12
CC(C)=CC(=O)NCC1(CN2CCN(C)CC2)CC1	-4
Cc1cccc(C(C(=O)N2CCN(C)C3(CCN(C)CC3)C2)N(C)C)c1 (stereo unspecified)	-35
CCCC12CN3CC(C)(CN(C1)C3c1ccco1)C2=O (stereo unspecified)	-23
C/C=C\C(=O)NCC1CN(c2ccccc2)C(=O)O1 (stereo unspecified)	-20
CC1NC(=S)N(c2ccc(-c3cn4ccsc4n3)cc2)C1=O (stereo unspecified)	3
Cc1ccc(NC2=NC3CS(=O)(=O)CC3S2)cc1 (stereo unspecified)	2
Nc1nc2ccc3ccccc3c2s1	7
N#Cc1c(NC(=O)c2cc(-c3cccs3)on2)sc2c1CCCC2	9
CC(=O)c1ccccc1NC(=O)c1ccc(S(C)(=O)=O)cc1	-4
CN(Cc1ccccc1)CC(O)Cn1cnc2cc(F)c(F)cc21 (stereo unspecified)	-3
COc1ccc2cc(C3CN(C(=O)CCn4cnnc4)CCO3)ccc2c1 (stereo unspecified)	-5

Screening data deposited in PubChem by Fisher Drug Discovery Resource Center.
